Screening data (PubChem BioAssay)
BRCA1 expr act: increases BRCA1 expression; MCF7-BRCA1-FFLuc reporter, luminescence, 48 h; response scale: scaled: vehicle 0%, 10 µM genistein 100%; Potency, µM (top dose mostly 46.1 µM), without a hit: top-dose activation, hits mostly activators; 1.1% of 380,000 active; active means well fitted activation curve with a large enough effect; inconclusive means small, poorly fitted or top-dose-only effect; inactive means no such curve, though single readings can be large or run the other way; further: nearly all actives have a fitted effect of over 80% in size; some results filed as inactive show a strong effect at the top dose
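Luminescence from a BRCA1-driven firefly luciferase in MCF7 cells was read after 48 h compound exposure at 37 C. Data normalized against DMSO and a 10microM genistein activation control, then curve-fitted across the titration.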
uPA surface inh: cell surface uPA generation inhibition. cell surface uPA generation assay, qHTS. Potency, µM (doses to about 38.3 µM), for inactives: at the top dose activity change, negative = inhibition, most hits filed as inhibitors. 0.31% of 330,000 active; active means well fitted inhibition curve with a large enough effect; inconclusive means small, poorly fitted or top-dose-only effect; inactive means no such curve, though single readings can be large or run the other way; tested in mouse RAW 264.7 cells; further: on the % scale 0 is the no-effect control and ±100 the full control effect; nearly all actives have a fitted effect of over 55% in size
Starred values were filed as active, the others as inactive; ? = inconclusive. Potency means the concentration at half of the fitted maximal effect. These rows are one share of the data, so the mix of outcomes need not match the whole.

SMILES	BRCA1 expr act	uPA surface inh
O=C(Nc1ccc(Nc2ccccc2)cc1)c1ccc(Cl)cc1Cl	0.0%	-2.1%
CN(C)c1ccc(S(=O)(=O)NCC(=O)N2CCN(S(=O)(=O)c3cccc(F)c3)CC2)cc1[N+](=O)[O-]	-24.0%	-3.1%
CCCCN1C(N)=NC[C@@H]1CC1CCCCC1	-4.1%	5.8%
Cc1cc(C)c2c(N)c(C(=O)Nc3ccccc3Cl)sc2n1	53.6%	-0.5%
COc1ccc(CCNC(=O)c2cccnc2Cl)cc1OC	16.8%	2.9%
O=C(Nc1ccccc1F)C1CCCC1	-3.7%	1.1%
CC(C)C[C@H]1COCCS(=O)(=O)N1Cc1cccc(F)c1	-7.0%	1.4%
Cc1c(NC(=S)NC(=O)c2ccc(Cl)cc2)c(=O)n(-c2ccccc2)n1C	1.9%	-3.1%
O=C(Nc1ccccc1)NC1CCCCCCC1	?	0.4%
O=C1c2ccccc2C(=O)N1N(c1ccccc1)c1ccccc1	1.0%	-5.5%
C[C@H]1CCC[C@@]2(O[C@@H](CCO)C[C@H](O)[C@H]2O)O1	15.1%	-10.2%
S=C1NC[C@H](Cc2ccccc2)N1CC1CCN(CCCC2CCCC2)CC1	-28.0%	-29.4%
Cc1c(C(c2cc(O)ccc2O)c2c(C)n(C)n(-c3ccccc3)c2=O)c(=O)n(-c2ccccc2)n1C	-3.4%	-1.9%
O=C(Cc1ccc(NC(=O)C2CCCN(C(=O)C3CCC3)C2)cc1)Nc1cccc(C(=O)N2CCCCC2)c1 (stereo not drawn)	1.4%	1.3%
CCC(C)c1ccccc1N1CC(C(=O)N2CCN(c3ccccc3)CC2)CC1=O (stereo not drawn)	-18.6%	20.7%
CC1=NN(c2ccccc2C)C(=O)C1	-6.7%	4.1%
CCOC(=O)c1c[nH]c2ccc([N+](=O)[O-])cc12	-5.3%	-5.0%
CCN1C(=O)N[C@@H](c2ccccc2)[C@H](C(=O)OC)[C@H]1C	0.0%	-13.8%
Cc1ccc(CCNc2ccc3ccccc3c2)cn1	9.2%	-1.9%
O=C(Nc1ccc(Br)c(Br)c1)C1CCCO1 (stereo not drawn)	0.0%	-0.9%
Cc1cn(C2CC(O)C(CO)O2)c(=O)n(CCCc2ccccc2)c1=O (stereo not drawn)	46.8%	-2.1%
COc1ccc(C(=O)c2ccc(Br)cc2)c(OC)c1OC	-30.3%	-2.3%
COc1cccc(COC(=O)c2cc(S(=O)(=O)N3CCOCC3)ccc2Cl)c1OC	-27.2%	0.2%
O=C(c1ccccc1)C(O)(CN1CCCCC1)c1ccccc1 (stereo not drawn)	-6.2%	-2.7%

Some of the entries so far, field by field:
Molecule: O=C(Nc1ccccc1F)C1CCCC1
  BRCA1 expr act = -3.7%
  uPA surface inh = 1.1%
Molecule: COc1ccc(C(=O)c2ccc(Br)cc2)c(OC)c1OC
  BRCA1 expr act = -30.3%
  uPA surface inh = -2.3%
Molecule: Cc1c(C(c2cc(O)ccc2O)c2c(C)n(C)n(-c3ccccc3)c2=O)c(=O)n(-c2ccccc2)n1C
  BRCA1 expr act = -3.4%
  uPA surface inh = -1.9%
Molecule: O=C1c2ccccc2C(=O)N1N(c1ccccc1)c1ccccc1
  BRCA1 expr act = 1.0%
  uPA surface inh = -5.5%

(next part)
SMILES	BRCA1 expr act	uPA surface inh
CC(=O)Nc1cc2c(cc1[N+](=O)[O-])-c1ccccc1C2O (stereo not drawn)	-42.1%	-9.7%
O=C(CN1C(=O)C2C3C=CC(C3)C2C1=O)OCC(=O)c1ccc(Cl)c([N+](=O)[O-])c1 (stereo not drawn)	1.9%	-2.5%
O=C(CCC1CCCCC1)Nc1cccc(C(=O)Nc2ccc(C(=O)O)cc2)c1	?	-2.5%
O=c1ccnc(Nc2ccc([N+](=O)[O-])cc2)[nH]1	-1.5%	3.9%
CCn1c(N2CCN(C(c3ccccc3)c3ccccc3)CC2)nc2c1c(=O)[nH]c(=O)n2C	1.7%	-5.4%
CC(=C1SC(=S)NC1=O)c1ccccc1	-0.8%	1.2%
O=Cc1c[nH]c2ccc(NC(=O)OCc3ccccc3)cc12	81.1%	2.9%
CCCCN1CC(Br)C(=O)NC1=O (stereo not drawn)	-24.4%	2.3%
CC(=O)Nc1cc2c(cc1Cl)-c1ccccc1C2	5.5%	-2.2%
Cn1ncc2c(=S)nc(Cl)[nH]c21	-32.4%	-5.8%
CCOP(=O)(Nc1cccc2oc(=O)c3ccccc3c12)OCC	-2.0%	-2.6%
CCC1(CC)C(=O)NC(=O)NC1=S	-2.2%	7.2%
O=C(NNC(=O)c1cccc2ccccc12)c1cccc(Cl)c1	3.1%	0.8%
O=C(NC1(C(F)(F)F)C(=O)Nc2c1c(=O)[nH]c(=O)n2-c1ccccc1)c1ccncc1 (stereo not drawn)	1.7%	1.4%
CCOc1ccc(NC(=O)CN(C)C(=O)c2c(C)nn(Cc3ccccc3Cl)c2C)cc1OCC	-11.5%	-8.8%
Cc1ccccc1S(=O)(=O)N1C[C@H]2CON(C)[C@H]2C[C@H]1c1cccc(Br)c1	-8.4%	-16.7%
CCOc1nc(-c2ccccc2)ccc1-c1noc(-c2ccc(OC)c(OC)c2)n1	-14.2%	4.6%
O=C1NC(=O)C2(CCCCCCC2)N1	-28.5%	7.3%
O=C1CCCCC1(CCc1ccncc1)CCc1ccncc1	-33.3%	-4.7%
CC1Cc2cc(-c3csc(NC(=O)CCl)n3)ccc2N1C(=O)C1CC1 (stereo not drawn)	8.5%	-0.4%
CN(C)S(=O)(=O)c1ccc(N2CCCC2)c(C(=O)N2CCN(S(=O)(=O)c3ccc(F)c(F)c3)CC2)c1	-6.0%	0.6%
C=CCn1c(C)cc(-c2csc(NC(=O)C3CCN(c4ncnc5sc(C)c(C)c45)CC3)n2)c1C	-14.3%	-24.0%
COc1cccc(CCC2C(=O)CCCC2=O)c1	-1.8%	-84.7%
C=CCOC(=O)C1=C[C@@H](c2ccc(C(F)(F)F)cc2)C[C@@H](OCc2ccc(CO)cc2)O1	-12.9%	10.0%
CCOC(=O)CCC(NC(=O)c1ccc(CNc2nc3cc(C(F)(F)F)ccc3nc2C(=O)OCC)cc1)C(=O)OCC (stereo not drawn)	-0.7%	0.3%
Cc1ccc2c(Cl)c(Cc3ccccc3)c(=S)[nH]c2n1	-29.6%	-18.8%
O=C(NCCCc1ccccc1)C1CC1	1.9%	-0.7%
CCCCn1c2nc3ccccc3nc2c2c(=O)n(CC(C)C)cnc21	12.9%	2.0%
COCCNC(=O)C(=O)NCC1OCCN1S(=O)(=O)c1cc(F)ccc1F (stereo not drawn)	10.9%	-3.1%
COc1cc2c(c(OC)c1OC)-c1ccc(SC)c(=O)cc1C(NC=O)CC2 (stereo not drawn)	?	-10.6%
O=c1cc(-c2ccco2)oc2ccccc12	77.5%	-6.2%
Cc1cccc(CN2C(=O)[C@@H]3Cc4c([nH]c5ccccc45)C(C)(C)N3C2=O)c1	-25.7%	-10.4%
Cc1cc(C)c2c3c(c(-c4ccccc4)n2n1)c(=O)n(C)c(=O)n3C	-21.6%	11.8%
O=C(O)/C(=C\c1ccc2ccccc2c1)c1cccc2ccccc12	0.9%	0.0%
CC(O)C1CCC2C3CCC4CC(O)CCC4(C)C3C(=O)CC12C (stereo not drawn)	-16.1%	-18.9%
Cc1ccc(OCCCCCCN2CCNCC2)cc1	68.3%	-4.6%
Cc1cnc(C(=O)N2CCN(S(=O)(=O)c3cc(C(F)(F)F)cc(C(F)(F)F)c3)CC2)cn1	-2.8%	7.3%
CCN1C[C@@H]2[C@@H]3C(=O)N(Cc4ccccc4)C(=O)[C@@H]3[C@](CC)(C1=O)N2C(=O)c1ccc(Cl)c(Cl)c1	-5.6%	-2.8%
C=CCNC(=O)c1ccc2nc(Cc3ccc(OC)cc3)oc2c1	?	0.9%
CC(C)N1CCN(S(=O)(=O)c2ccccc2)c2ccccc21	3.5%	5.3%
COc1ccccc1OCCCCCCN1CCN(C)CC1	2.0%	-0.8%
COc1ccc(S(=O)(=O)N2c3ccc(F)cc3CCC2C)cc1 (stereo not drawn)	-47.9%	?
Cc1ccc(CNC(=O)CN(C)S(=O)(=O)c2ccc(F)cc2)cc1	16.7%	-4.4%
COc1ccc(-c2ccc3c(c2)[C@@H]2C[C@H]4[C@@H](C(=O)N2CC3)[C@H](C)ON4C)cc1	-13.9%	5.6%
CC(=O)c1ccc(O)c(CC=C(C)C)c1O	-5.7%	4.0%
CCOC(=O)c1cc(-c2ccccc2)nc2c(O)cccc12	-44.4%	-7.8%
CC1CC(C)C(=NNC(N)=O)C(C(O)CC2CCC(=O)NC2=O)C1 (stereo not drawn)	-49.8%	3.6%
C[C@@H]1CN[C@H](CCO)/C1=C\c1ccccc1	13.6%	-6.2%
O=C1CSC(=S)N1Nc1ccccc1	-14.7%	1.0%
CCc1ccc(C2C(=O)c3ccccc3C2=O)cc1	11.7%	-2.4%
CCCCNC(=O)c1c(CSc2ccc(Cl)cc2)noc1C(=O)NCc1ccccc1	-19.2%	9.5%
CC(=O)n1cc([C@@H]2C=C(C(=O)N3CCN(C)CC3)O[C@H](OCc3ccc(CO)cc3)C2)c2ccccc21	-27.3%	4.4%
Cc1cc(C)c2c(c1)CC(C)(C)CC2=O	-0.5%	4.0%
Cc1ccc(C)c(-n2c(-c3ccco3)n[nH]c2=S)c1	0.8%	-0.8%
Cc1ccnc(NC(=O)c2cccc(NC(=O)c3ccc(Cl)cc3)c2)c1	-1.0%	0.0%
COc1ccc(Cc2nc3ccc(C(=O)NC(C)C)cc3o2)cc1	86.9%	6.4%
CCOCCCN1C(=O)C(O)=C(C(C)=O)C1c1cccs1 (stereo not drawn)	-5.0%	0.6%
Oc1ccc2ccc3cccc[n+]3c2c1	-13.9%	0.1%
O=c1[nH]c(=S)ccn1C1OC(CO)C(O)C1O (stereo not drawn)	-3.7%	?
O=C(O)C[C@H]1c2ccccc2S(=O)(=O)N1c1ccccc1	8.0%	3.3%

Remaining list, next part
SMILES	BRCA1 expr act	uPA surface inh
CCc1c(C2(O)CCCCC2)[nH]c2ccc(C(=O)OC)cc12	34.2%	7.8%
COc1ccc(C(=Cc2ccccc2)C(=O)O)cc1	-4.3%	-0.3%
CN1c2ccccc2-c2ccccc2S1(=O)=O	10.5%	-17.9%
CCN(CC)C1Oc2cc3c(cc2C(c2cc(OC)c(O)c(OC)c2)C1C)OCO3 (stereo not drawn)	-65.2%	-11.3%
O=[N+]([O-])c1ccc(COc2ccc(CN3CCCC3)cc2)cc1	?	?
CNc1nc(NC)nc(NNC(=O)c2ccccc2)n1	-5.1%	10.0%
O=C(Nc1ccc2c(c1)C(N1CCOCC1)c1ccccc1-2)C(F)(F)F (stereo not drawn)	-5.6%	-6.1%
COCCN(C(=O)c1cc(CN2C(=O)c3ccccc3C2=O)ccc1OC)c1c(N)n(CC(C)C)c(=O)[nH]c1=O	0.5%	7.9%
Cc1ccccc1-c1nc2ccccc2c(=O)n1/N=C/c1ccc([N+](=O)[O-])cc1	-1.1%	1.0%
CCOC(=O)C1CCCC12Nc1cccc3cccc(c13)N2 (stereo not drawn)	-27.7%	-2.0%
Oc1c(Cl)cc(Oc2cc(Cl)c(O)c(CN3CCOCC3)c2)cc1CN1CCOCC1	-33.6%	-4.6%
O=[N+]([O-])c1ccc2nc(NN=Cc3ccc(O)cc3)sc2c1	-7.1%	-11.0%
C/C(=N\Nc1ccc(Cl)nn1)c1ccccc1O	-29.2%	0.5%
CC(C)n1c(SCC(=O)Nc2nc3ccccc3s2)nc2c1c(=O)n(C)c(=O)n2C	-27.3%	1.9%
CCCC(=O)N1CCN(c2ccc(NC(=O)c3ccc(N4CCCC4)c([N+](=O)[O-])c3)cc2Cl)CC1	12.5%	5.0%
COc1ccc(C(=O)NCC(C)(C)N2CCOCC2)cc1S(=O)(=O)NCc1ccc(Cl)cc1	-23.0%	3.5%
COc1ccccc1CN1[C@@H](CC(=O)O)c2ccccc2S1(=O)=O	9.3%	-1.7%
O=C(Nc1ccc2ccccc2c1)c1ccccc1[N+](=O)[O-]	?	-0.9%
Clc1nc2ccccc2cc1-c1nnn(-c2ccccc2Br)n1	59.7%	-1.8%
O=CNc1ccc2c(c1)Cc1cc([N+](=O)[O-])ccc1-2	-47.8%	-8.7%
Cc1onc(-c2ccccc2Cl)c1C(=O)N(Cc1ccc(N(C)C)cc1)C(C)C	-9.1%	-2.0%
O=C(CSc1ncnc2c1oc1ccccc12)NCC1CCCO1 (stereo not drawn)	8.3%	3.1%
Cc1cc(C)c(CN2CCN(CCCn3ccc(NC(=O)OCc4ccccc4)nc3=O)CC2)c(C)c1	-19.3%	?
CCC(C(=O)NC1CCCC1)N(C(=O)Cn1nnc(-c2ccc(C)cc2)n1)C1CCCC1 (stereo not drawn)	-31.7%	12.8%
COc1ccc(OC(C)C(=O)NC2CCCCCC2)cc1 (stereo not drawn)	-13.7%	2.4%
O=C(COC(=O)c1nc(Cl)ccc1Cl)Nc1cccc(S(=O)(=O)N2CCOCC2)c1	-2.9%	2.5%

A second format for part of the listing above:
> CC(C)n1c(SCC(=O)Nc2nc3ccccc3s2)nc2c1c(=O)n(C)c(=O)n2C
  BRCA1 expr act = -27.3%	uPA surface inh = 1.9%

> Cc1onc(-c2ccccc2Cl)c1C(=O)N(Cc1ccc(N(C)C)cc1)C(C)C
  BRCA1 expr act = -9.1%	uPA surface inh = -2.0%

> O=C(COC(=O)c1nc(Cl)ccc1Cl)Nc1cccc(S(=O)(=O)N2CCOCC2)c1
  BRCA1 expr act = -2.9%	uPA surface inh = 2.5%

> COc1ccc(OC(C)C(=O)NC2CCCCCC2)cc1 (stereo not drawn)
  BRCA1 expr act = -13.7%	uPA surface inh = 2.4%
